PGK inhibitor: blocks T. brucei phosphoglycerate kinase | P07378 | PGK/GAPDH coupled, Kinase-Glo luminescence, 60 min | Potency, µM (doses to about 57.5 µM), inactives show top-dose activity change, negative = inhibition, most hits filed as inhibitors | actives 0.043% (n = 380,000) | AID 602233; note: potency is the fitted concentration of half-maximal effect; % is set by controls: 0 for no effect and ±100 for the full control effect; nearly all actives have a fitted effect of over 60% in size
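Recombinant glycosomal PGK reaction used 1,3-bisphosphoglycerate generated in-well by GAPDH (100nM final) in 100mM TEA pH 7.6, 5mM MgCl2, 0.01% Tween-20. After 60 minutes at room temperature, ATP was read by Kinase-Glo Plus luminescence end-point.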
TrxR1 inh: blocks rat thioredoxin reductase 1 | recombinant rTrxR1, NADPH fluorescence consumption, selenite substrate | Potency, µM (titrated, usually from 114 µM), without a hit: at the top dose activity change, negative = inhibition, most hits filed as inhibitors | actives 1% (n = 390,000) | AID 588453; note: potency is the fitted concentration of half-maximal effect; % is set by controls: 0 for no effect and ±100 for the full control effect; nearly all actives have a fitted effect of over 65% in size
Target sequence (O89049 whole entry, looked up): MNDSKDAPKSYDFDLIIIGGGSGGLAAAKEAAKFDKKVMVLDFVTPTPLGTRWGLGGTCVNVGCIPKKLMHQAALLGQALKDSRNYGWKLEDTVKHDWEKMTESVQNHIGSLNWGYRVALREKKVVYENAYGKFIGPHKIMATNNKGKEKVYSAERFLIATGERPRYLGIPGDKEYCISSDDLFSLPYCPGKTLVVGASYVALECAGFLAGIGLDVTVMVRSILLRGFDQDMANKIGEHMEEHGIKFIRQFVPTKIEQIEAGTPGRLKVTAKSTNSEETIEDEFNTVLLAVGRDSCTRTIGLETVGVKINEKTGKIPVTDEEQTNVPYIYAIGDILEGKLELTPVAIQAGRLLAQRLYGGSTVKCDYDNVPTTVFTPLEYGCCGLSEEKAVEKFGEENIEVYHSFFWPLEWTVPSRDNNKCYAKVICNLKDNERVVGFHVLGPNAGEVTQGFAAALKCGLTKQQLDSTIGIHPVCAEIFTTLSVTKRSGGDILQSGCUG
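Rat TrxR1 (90 nM in the dispensed reagent) was pre-reduced with 400 uM NADPH for 5 min at room temperature, then incubated with compound for 15 min. After 400 uM selenite was added, NADPH fluorescence (Ex 340/Em 450 nm) was followed for 8 min.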
IDH1 R132H inh: human IDH1 R132H inhibition. O75874. IDH1-R132H enzyme, NADPH consumption, diaphorase/resazurin fluorescence. Potency, µM (series often up to 76.6 µM), without a hit: at the top dose activity change, negative = inhibition, most hits filed as inhibitors. actives 0.093% (n = 390,000). AID 602179; note: potency is the fitted concentration of half-maximal effect; % is set by controls: 0 for no effect and ±100 for the full control effect; nearly all actives have a fitted effect of over 65% in size
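IDH1-R132H (0.5 ug/mL dispensed) in pH 7.5 Tris buffer was preincubated 30 min with compound, then given a substrate mix of 0.016 mM NADPH and 2 mM alpha-KG for 80 min at room temperature; remaining NADPH was read by diaphorase/resazurin fluorescence.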
HP1b chromo inh: blocks HP1-beta chromodomain binding to methylated histone tails; P83916; AID 540317; actives 0.56% (n = 390,000); AlphaScreen HP1-beta / biotin-H3K9me3 peptide binding; Potency, µM (highest dose often 114 µM), inactives show at the highest dose activity change, negative = inhibition, actives largely listed as inhibitors; note: potency is the fitted concentration of half-maximal effect; nearly all actives have a fitted effect of over 70% in size; inactives centre near 23
Target sequence (P83916 whole entry, looked up): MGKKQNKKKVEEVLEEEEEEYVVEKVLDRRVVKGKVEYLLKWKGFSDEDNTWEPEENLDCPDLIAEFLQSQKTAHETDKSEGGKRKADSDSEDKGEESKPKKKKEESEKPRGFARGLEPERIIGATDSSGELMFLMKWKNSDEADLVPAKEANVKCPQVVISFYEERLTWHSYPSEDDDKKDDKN
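AlphaScreen: HP1-beta (50 nM) preformed 30 min with biotin-H3(1-18)K9me3 peptide (50 nM) in PBS pH 7.4, 0.01% Tween-20. Compound added for 30 min at RT, then streptavidin donor/nickel chelate acceptor beads (10 ug/mL) for 30 min.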
PI4K2A block: PI4K2A (human) kinase inhibition. Q9BTU6. purified PI4K2A, ADP-Glo luminescence, 1 h; stronger effect = lower value. activity change, negative = inhibition, % at 76.9 µM. actives 0.13% (n = 420,000). AID 1346378; in the data active = activity change below about -50%; inconclusive = mostly about -30% to -49%;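 note: -100% = wells without enzyme as full effect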
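PI4K2A activity was measured by ADP-Glo luminescence: enzyme (4 ug/mL stock) and phosphatidylinositol (1.2 mM stock) in Tris pH 7.5/MgCl2/EGTA/Triton X-100 buffer were reacted with ATP (300 microM stock) for one hour at ambient temperature.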
Pin1 inhibitor: human Pin1 inhibition; AID 504891; actives 0.009% (n = 390,000); Pin1 FP peptide displacement, HiFluor488, 10 min; Q13526; Potency, µM (top dose mostly 115 µM), inactives show at the top dose activity, negative = inhibition, hits mostly inhibitors; active = well fitted inhibition curve with a large enough effect in the polarisation, with a control signal flat, not every such curve was filed as active; inconclusive = small, poorly fitted or top-dose-only effect, or effect the other way, or a change in a side signal; inactive = no such curve, though single readings can be large or run the other way; the % refers to the polarisation; note: potency is the fitted concentration of half-maximal effect; % is set by controls: 0 for no effect and ±100 for the full control effect
Target sequence (Q13526 whole entry, looked up): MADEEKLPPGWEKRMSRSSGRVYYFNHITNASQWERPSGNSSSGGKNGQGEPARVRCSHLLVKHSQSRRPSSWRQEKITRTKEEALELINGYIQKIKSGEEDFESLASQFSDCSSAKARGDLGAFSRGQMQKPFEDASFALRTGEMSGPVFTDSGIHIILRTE
TrxR1 substrate: is turned over as a substrate by rat TrxR1; O89049; Potency, µM (titrated, usually from 114 µM), for the others: top-dose activity change, negative = substrate turnover; AID 588456; actives 0.01% (n = 390,000); purified TrxR1 substrate turnover, NADPH consumption readout; note: potency is the fitted concentration of half-maximal effect; % is set by controls: 0 for no effect and ±100 for the full control effect; nearly all actives have a fitted effect of over 50% in size
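Rat TrxR1, dispensed at 90 nM, was prereduced with 400 uM NADPH (final) for 5 min at ~22 deg C, then incubated with compound 15 min before 400 uM selenite. A first-read NADPH fluorescence drop versus no-compound background flagged substrates.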
GLS inh: inhibitors of human glutaminase (GLS); AID 624170; GLS enzymatic activity, qHTS titration; actives 0.21% (n = 410,000); Potency, µM (series often up to 45.5 µM), for the others: top-dose activity change, negative = inhibition, actives largely listed as inhibitors; note: potency is the fitted concentration of half-maximal effect; % is set by controls: 0 for no effect and ±100 for the full control effect
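hKGA in 45 mM KH2PO4 pH 8.2, 0.02% Tween-20 with pin-transferred compounds; 1 mM L-glutamine (stock) plus glutamate oxidase/HRP/Amplex Red coupling added. Fluorescence read initially and after 30 min at RT.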
USP1-UAF1 inh: USP1/UAF1 (human) deubiquitinase inhibition | recombinant USP1/UAF1, Ub-Rhodamine cleavage fluorescence | Potency, µM (series often up to 57.1 µM), inactives show top-dose activity change, negative = inhibition, hits mostly inhibitors | actives 0.23% (n = 390,000) | AID 743255; note: potency is the fitted concentration of half-maximal effect; % is set by controls: 0 for no effect and ±100 for the full control effect; nearly all actives have a fitted effect of over 60% in size; inactives centre near -12
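In this screen, compounds sit with the deubiquitinase complex (1nM) for 15 min at room temperature before Ub-Rho is added at 150nM final. Fluorescence rise is then followed for 6 reads every 60 seconds.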
Active calls of the source: *; i = inactive; ? = inconclusive; nt = no result given; [ ] = remark or other dose. Unless noted, calls come from the whole dose curve; as a rule, active = well fitted curve in the direction sought with a large enough effect; inconclusive = small, poorly fitted or top-dose-only effect, or another doubt; inactive = no such curve, though single readings can be large; an effect the other way counts as inactive or inconclusive.

Pin1 inhibitor | TrxR1 substrate | GLS inh | TrxR1 inh | HP1b chromo inh | IDH1 R132H inh | PI4K2A block | USP1-UAF1 inh | PGK inhibitor | smiles
? | 3% | -12% | 20%[57.1 µM] | 23% | 8% | -4 | -7% | i | COC(=O)c1cc(CSC(=N)N)ccc1OCCC(C)C
7% | 3% | 1% | 5% | 41%[activator] | 2% | 2 | -16% | i | C(=N\n1cnnc1)/c1ccc(-c2ccccc2)cc1
-1% | 2% | 3% | 36% | 24% | -4% | 1 | 6% | -7% | CCCNC(=O)C(Cc1ccc(C(F)(F)P(=O)(OCC)OCC)cc1)NC(=O)c1ccc(C#N)cc1 (stereo unspecified)
6% | -7%[57.1 µM] | 1% | 8%[57.1 µM] | 26% | 2% | -8 | -12% | i | Cc1ccnc2c(N3C(=O)C4C5C=CC(C5)C4C3=O)cccc12 (stereo unspecified)
0% | 1% | 2% | 11% | 64%[activator] | -3% | 1 | -13% | nt | O=[N+]([O-])c1ccc(Cc2cncc(O)c2)cc1
-5% | 4%[57.1 µM] | -13% | 8% | 42%[activator] | 2% | 0 | -21% | -1% | O=C(COC(=O)/C=C/c1cccc(Cl)c1)NCCC1=CCCCC1
-2% | -6% | -10% | 8% | 22% | 0% | -4 | -11% | -8% | COc1ccc(S(=O)(=O)N2CCCCCC2)cc1C(=O)Nc1cccc(C)n1
? | 0%[57.1 µM] | 4% | 10%[57.1 µM] | 43%[activator] | nt | -1 | -22% | nt | CCc1ccc(NC(=O)N2CCN(c3nnc(C)c4c(C)n(-c5ccc(Cl)cc5)nc34)CC2)cc1
-6% | 7% | 17% | 15% | 11% | 6% | 3 | -7% | -7% | O=C(NCC(c1cccs1)N1CCOCC1)c1ccc(Cl)s1 (stereo unspecified)
3% | 7%[57.1 µM] | -5% | 14%[57.1 µM] | 16% | -1% | -2 | -18% | i | COc1ccc(C(=O)NCCC2=CCCCC2)cc1OC
? | -16% | 9% | -21% | 9% | -2% | -5 | -4% | -2% | COc1ccc(NC(=O)CSc2nc3[nH]c(=O)cc(O)c3s2)c(OC)c1
-3% | 6% | 0% | 37%[activator] | 21% | 8% | -5 | -4% | -3% | Cc1ccc(COC(=O)NCc2cccnc2)cc1
11% | -1% | -11% | 12% | 24% | 3% | -5 | -8% | -7% | CC(C)CCn1c(N2CCC(C(N)=O)CC2)nc2c1c(=O)[nH]c(=O)n2C
-10% | -9% | -3% | -4% | -3% | 3% | -1 | -17% | -10% | CC(C)c1nc(-c2ccc([N+](=O)[O-])cc2)cs1
2% | -5% | 0% | 2% | -34% | 0% | 2 | -25% | 3% | CN(c1ccc(F)cc1)S(=O)(=O)c1ccc(Cl)c(C(=O)NCC(c2ccco2)N2CCCCC2)c1 (stereo unspecified)
0% | 7% | 2% | 10% | 28% | -1% | -2 | -5% | -7% | Cc1cccc(NC(=O)CSc2nnc(C)c(=O)n2N)c1C
24% | 20%[57.1 µM] | -3% | 17% | 21% | -5% | 4 | ? | -8% | COc1ccc(-c2c(C#Cc3ccsc3)c3cc(-c4cccc5[nH]ccc45)ccc3n2C)cc1
1% | 5%[57.1 µM] | 3% | ? | 18µM* | -9% | -1 | -16% | ? | C=CCOC(=O)/C=C/C(=O)NC(N)=O
2% | 10%[57.1 µM] | -23% | 19%[57.1 µM] | 4% | 8% | -10 | -8% | -1% | Cc1ccc(NC(=O)c2ccccc2)cc1
0% | -3% | -4% | -7% | 44%[activator] | -8% | -4 | -1% | -3% | O=C(CCNS(=O)(=O)c1ccccc1F)OCc1ccccc1Cl
0% | 5% | ? | ? | 21% | 2% | 1 | -13% | -8% | COC(=O)c1ccc(C(c2c(N)n(Cc3ccccc3)c(=O)n(C)c2=O)N2CCOCC2)cc1 (stereo unspecified)
1% | 0% | -21% | -25% | 20% | -6% | -9 | -3% | -4% | OCCOCCn1c(-c2ccccc2)nc(=S)c2c1CCCC2
-10% | 10%[57.1 µM] | 15% | -2%[57.1 µM] | -5% | 13% | 2 | -13% | i | CS/C(=C/[N+](=O)[O-])Nc1cccc2c1C(C)CC2(C)C (stereo unspecified)
37%[activator] | -6% | -2% | -8% | 34% | 2% | -6 | -14% | -7% | CS(=O)(=O)NCCCc1ccccc1
-9% | 5%[57.1 µM] | 4% | 11%[57.1 µM] | ? | 14% | 3 | -18% | i | C/C(=N\N=C(c1ccccc1)c1ccccc1)c1ccco1
-3% | -1% | 0% | -6% | 32% | 3% | 1 | -8% | i | Nc1nc(CSC(=S)N2CCOCC2)nc(Nc2ccccc2)n1
6% | 6% | -6% | 10% | nt | 1% | -4 | -8% | 1% | CC(=O)Nc1ccc(S(=O)(=O)NCCN2CCOCC2)cc1
4% | -3% | -14% | 0% | 3% | 1% | 2 | -10% | -4% | CC(=O)c1cccc(N(CC(=O)N2CCCCC2)S(C)(=O)=O)c1
3% | 4% | 0% | 29% | 15% | 7% | 5 | -17% | -5% | O=C1C=C(c2ccc(F)cc2OCc2ccccc2)C[C@@H](c2ccc(Cl)cc2)C1
5% | 0% | 3% | 1% | 23% | 10% | -17 | -8% | -1% | CCc1ccc(OCC(=O)NNC(=O)c2ccc(NC(=O)C3CC3)cc2)cc1
13% | 8%[2.29 µM] | 11% | 8%[2.29 µM] | 13% | -13% | -1 | -10% | 1% | Cc1nc2nc(SCC(=O)NC3CCCCC3)nn2c(C)c1Cc1ccccc1Cl
-9% | -9% | 7% | -5% | 13% | 4% | 1 | -10% | i | CN(C(=O)Cn1nnc(-c2ccccc2)n1)C1CCS(=O)(=O)C1 (stereo unspecified)
? | 12% | -2% | -17% | 13% | 7% | -13 | ? | -5% | O=C1Nc2cc(Cl)cnc2N2CCCC12 (stereo unspecified)
0% | 10%[57.1 µM] | 6% | 19% | 16% | 0% | -4 | -13% | -5% | COc1ccc(S(=O)(=O)N2CCOCC2)cc1NC(=O)CSc1ncccn1
0% | 5% | -2% | 8%[57.1 µM] | 31% | -2% | -2 | -7% | -5% | Cc1ccc(OCCC(=O)OCC(=O)NCCc2ccccc2)cc1
-7% | 3%[57.1 µM] | 0% | -4%[57.1 µM] | 13% | -14% | -1 | -12% | -5% | Cc1ccc(S(=O)(=O)N(C)C)cc1NC(=O)CN1CCN(Cc2ccccc2)CC1
5% | 12% | 0% | 13% | 18% | -2% | 1 | -9% | -5% | O=C(NCCN1CCN(S(=O)(=O)c2ccc([N+](=O)[O-])cc2)CC1)C(=O)Nc1ccccc1
-2% | 7% | -2% | 14% | 28% | 3% | -2 | -5% | -4% | Cc1cc(C)nc(NC(=O)C(c2ccccc2)c2ccccc2)n1
9% | -9% | 5% | 0% | 36% | -4% | -4 | -2% | 6% | CCN(CC)S(=O)(=O)c1ccc(Cl)c(C(=O)Oc2cccc(-c3cnc4ccccc4n3)c2)c1
-5% | -2% | 0% | 17% | 12% | -18% | 4 | 5% | 0% | Cc1ccccc1NC(=O)CSc1nc(-c2ccc(F)cc2)c2cccc(C)c2n1
4% | -1% | -2% | -3% | 9% | 0% | 0 | -6% | -4% | CC1(c2ccccc2)NC(=O)N(CC(=O)NC(=O)NC2CCCC2)C1=O (stereo unspecified)
? | 1%[11.4 µM] | 1% | 6%[11.4 µM] | 50µM* | -1% | ? | 18µM* | -16% | CN(C)c1ccc(C=c2c3ccccc3n3c2cc(-c2ccccc2)[n+]3C)cc1
-1% | 6%[57.1 µM] | -10% | 22% | 22% | 15% | 0 | -13% | 3% | Cc1ccc(S(=O)(=O)N(C)/C(=N/S(=O)(=O)c2ccccc2)c2ccccc2)cc1
0% | 0% | 10% | ? | 2% | 15% | 2 | 0% | 1% | CC1CCCC/C1=N\NC(=S)Nc1ccccc1 (stereo unspecified)
6% | 8%[57.1 µM] | -2% | 6%[57.1 µM] | -3% | 17% | 6 | 2% | 2% | Cc1cccc(Sc2ccc([N+](=O)[O-])cn2)c1
1% | 8%[57.1 µM] | 2% | 14% | 24% | 0% | -4 | -21% | 7% | O=C(NNc1nc2ccc(F)cc2s1)c1cccc(F)c1
7% | 20% | -2% | 36%[activator] | 88% | 3% | -9 | -23% | -10% | CC(Sc1nc(-c2ccccc2)cs1)C(=O)Nc1ccc(Cl)cn1 (stereo unspecified)
nt | nt | 0% | nt | nt | 11% | -3 | 0% | 2% | CN[C@@H](CO)C(=O)NC[C@H]1O[C@@H](n2cc(C)c(=O)[nH]c2=O)C[C@@H]1O
5% | -4% | 8% | 3% | 10% | 0% | 0 | -1% | -4% | CCN(CCn1cccn1)C(=O)C1CCC(=O)N(CCN2CCOCC2)C1 (stereo unspecified)
-14% | 0% | -1% | 16% | 36%[activator] | 8% | -1 | -18% | -3% | COc1ccc(CC(=O)OC(C)C(=O)Nc2ccc(Cl)cn2)cc1 (stereo unspecified)
-1% | 5% | 16% | 14% | -19% | 2% | 0 | -9% | 5% | O=C(c1ccc(CN2CCc3ccccc3C2)cc1)N1CCN(c2ccccc2)CC1
8% | 1% | 4% | 17% | 47%[activator] | -2% | -1 | -6% | 2% | CCCCNC(=O)c1ccccc1NC(=O)CCC

A different layout for 2 compounds above:
SMILES	Pin1 inhibitor	TrxR1 substrate	GLS inh	TrxR1 inh	HP1b chromo inh	IDH1 R132H inh	PI4K2A block	USP1-UAF1 inh	PGK inhibitor
O=C(c1ccc(CN2CCc3ccccc3C2)cc1)N1CCN(c2ccccc2)CC1	-1%	5%	16%	14%	-19%	2%	0	-9%	5%
CCCCNC(=O)c1ccccc1NC(=O)CCC	8%	1%	4%	17%	47%[activator]	-2%	-1	-6%	2%

This is a subset (hit frequency here may not be typical).
